Screening data (PubChem)
GBA enhancer: glucocerebrosidase activity enhancement; P04062; L444P Gaucher fibroblasts, 4-MU-glucoside fluorescence, 3 days; activation, % at 10 µM; 0.44% of 30,000 active; in the data active = activation above about 65%;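 also: 0% = vehicle wells and 100% = positive control wells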
Target sequence (P04062 whole entry L483P): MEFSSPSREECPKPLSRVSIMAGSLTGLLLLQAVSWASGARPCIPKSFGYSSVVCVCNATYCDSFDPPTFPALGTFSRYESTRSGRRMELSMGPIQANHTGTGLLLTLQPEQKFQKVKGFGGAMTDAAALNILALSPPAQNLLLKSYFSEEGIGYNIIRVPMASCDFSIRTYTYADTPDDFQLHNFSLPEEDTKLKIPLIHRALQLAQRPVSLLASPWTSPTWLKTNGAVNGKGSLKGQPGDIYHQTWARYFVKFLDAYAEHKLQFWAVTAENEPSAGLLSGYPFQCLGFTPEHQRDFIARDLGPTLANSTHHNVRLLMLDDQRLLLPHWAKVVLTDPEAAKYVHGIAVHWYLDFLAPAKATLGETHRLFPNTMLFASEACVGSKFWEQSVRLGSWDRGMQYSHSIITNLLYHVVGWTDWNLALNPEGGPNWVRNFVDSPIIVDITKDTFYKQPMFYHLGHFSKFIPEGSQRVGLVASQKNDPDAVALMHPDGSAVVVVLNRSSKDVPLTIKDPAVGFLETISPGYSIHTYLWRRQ
An asterisk follows results filed as active. This is a subset, so the mix of outcomes need not match the whole.

SMILES	GBA enhancer
CC(=O)c1c(N2CCCCC2)nc(=O)n(-c2ccccc2)c1C	1.8
CCOCCCNC(=O)c1ccccc1SCC	4.4
Cc1cc(=O)n2nc(N3CCC(C(=O)NCc4cccnc4)CC3)sc2n1	4.1
CCC(CO)Nc1ncnc2c1cnn2-c1ccc(Cl)cc1 (stereo not given)	-9.8
CN(C)c1ccc(-c2nnc(-c3ccc(S(=O)(=O)C(F)F)cc3)o2)cc1	-20.3
O=C(Cn1nnc(-c2ccccc2)n1)NCc1ccc2c(c1)OCO2	19.4
CCOc1cccc(NC(=O)CC#N)c1	-12.9
Cc1ccccc1-n1c(C)nnc1SCC(=O)NCC1CCCO1 (stereo not given)	-5.2
CCC1c2ccc(C)n2CCN1C(=O)Nc1ccccc1C(=O)OC (stereo not given)	0.0
O=C(CCCn1c(=O)c2sccc2n(Cc2ccc(F)cc2)c1=O)NCc1ccco1	-34.8
COCCCn1c(=N)c(C(=O)NCC2CCCO2)cc2c(=O)n3cccc(C)c3nc21 (stereo not given)	-11.3
Brc1ccc(C2=Nn3c(nnc3-c3cccnc3)SC2)s1	98.2*
O=P(O)(O)c1ccccc1OCCCCCOc1ccccc1P(=O)(O)O	2.2
CCOC(=O)C1C(C#N)=C(N)OC(C)=C1c1ccncc1 (stereo not given)	-12.2
O=C(Nc1ccc(Cl)cc1)Nc1ccc(N2CCOCC2)cc1	-25.7
Cc1cc(C)c2cc(CN(CC3CCCO3)C(=O)NC3CCCCC3)c(=O)[nH]c2c1 (stereo not given)	-9.7
CS(=O)(=O)Nc1ccc2c(c1)nc1n2CCOC1	-42.3
Cn1c(Cc2ccccc2)nnc1SCC(=O)Nc1ccccc1N1CCOCC1	96.1*
CC1(c2ccccc2)NC(=O)N(CCN2C(=O)c3ccccc3C2=O)C1=O (stereo not given)	-11.4
CCN1CCN(c2ncc(C(=O)Nc3cc(Cl)c(OC)cc3OC)c3ccccc23)CC1	-4.6
C=CCn1c(SCC(=O)Nc2ccccc2C)nnc1-c1ccncc1	-26.1
CCOC(=O)N1CCC(Nc2c(N3CCN(c4cccc(C(F)(F)F)c4)CC3)c(=O)c2=O)CC1	-10.0
COCc1cc(C)nc2sc(C(=O)OC(C)C)c(N)c12	-0.4
CCOC(=O)c1c[nH]c2c3c(ccc2c1=O)CCCC3	-26.2
O=C(CSc1ccc(Cl)cc1)c1ccco1	-39.6
O=C(NCCc1ccccn1)c1ccc(S(=O)(=O)N2CCCCCC2)cc1	-1.3
Cc1ccc(C(=O)O)c(C(=O)Nc2nc(C)cs2)c1	-16.4
CCS(=O)(=O)N1CCN(Cc2nc3ccccc3c(=O)[nH]2)CC1	-8.8
CCN=C(Nc1cccc(F)c1)SC1CC(=O)N(c2ccc(OC)cc2)C1=O (stereo not given)	-22.3
CC(=O)Nc1ccc(S(=O)(=O)NCC2CCC(C(=O)N3CCN(c4ccccn4)CC3)CC2)cc1 (stereo not given)	-3.0
COc1ccc(CNC(=O)c2noc3c2CCCCC3)cc1	4.3
CCn1c(=O)n(CC(=O)N2CCN(c3ccccc3F)CC2)c(=O)c2ccccc21	56.3
CCn1c(SCC(=O)c2ccc(NS(=O)(=O)c3ccccc3)cc2)nnc1-c1cccs1	-19.9
COCCn1nnnc1C(c1cc(OC)ccc1OC)N1CCc2ccccc2C1 (stereo not given)	-15.2
COc1ccc2nc(/N=C\N(C)C)sc2c1	0.7
CC(=O)N1CCCc2cc(S(=O)(=O)N(C)CCC#N)ccc21	10.0
COc1cc(C2N=C(c3ccccc3)NO2)cc(Br)c1O (stereo not given)	-34.9
CCOC(=O)c1c(C)c(C(=O)NCCCN2CCCC2=O)c(C)n1CC	12.2
O=C(Oc1cccc(-n2cnnn2)c1)c1sc2ccccc2c1Cl	-9.6
CCC(=O)Nc1cc(C)c(NC(=O)C23CC4CC(CC(C4)C2)C3)cn1	-16.0
CC(C)=CCC/C(C)=C/CN(CC(C)O)CC(C)O (stereo not given)	-4.6
O=C1CC2(CCCCC2)Oc2ccc(O)cc21	-5.6
COCCNC(=O)c1ccc(CS(=O)(=O)c2ccc(C)cc2)o1	-1.4
Cc1cc(-n2nc(C)cc2C)n2ncc(-c3ccccc3)c2n1	-13.8
COC(=O)NCC1(C)CC(NC(=O)OC)CC(C)(C)C1 (stereo not given)	-0.8
O=C(c1ccncc1)N1CCN(C(=O)c2ccncc2)CC1	6.2
CCS(=O)(=O)N1CCCC(C(=O)NC2CCCCC2)C1 (stereo not given)	-4.1
O=S(=O)(NCc1ccccc1)c1ccc(S(=O)(=O)N(Cc2ccccn2)Cc2ccco2)cc1	6.8
CC(C)Cc1ccc(C(C)C(=O)N2CCOCC2)cc1 (stereo not given)	-3.5
COc1ccccc1CC1(C)NC(=O)N(CC(=O)N2CC(C)OC(C)C2)C1=O (stereo not given)	-10.4
Cc1nnc(SCc2ccccc2C#N)n1-c1ccccc1	-21.9
Cc1ccccc1N1C(=O)[C@@H]2Cc3ccccc3CN2C1=O	-9.3
COc1ccc(Oc2coc3cc(OC(=O)N4CCOCC4)ccc3c2=O)cc1	1.0
COC(=O)c1cc(Br)ccc1OC(=O)c1cccnc1	-1.8
O=C(NCc1ccc(Cl)cc1)c1noc2c1CCCCC2	-6.2
N#Cc1nc(-c2cccs2)oc1NCc1ccco1	-10.3
CCOC(=O)C1CCCN(Cc2c(Cl)cccc2Cl)C1 (stereo not given)	-8.7
CC1CN(C(=O)CSc2nnc(-c3ccc(Cl)cc3)n2C)CC(C)O1 (stereo not given)	-8.3
CNC(=O)Nc1ccccc1C(=O)NCc1ccccc1	-6.2
CCOc1ccc(N2C(=O)CC(N3CCN(C4CCc5ccccc5C4)CC3)C2=O)cc1 (stereo not given)	2.9

Next structures:
SMILES	GBA enhancer
Clc1ccccc1Cn1nnc2c(NCC3CC3)ncnc21	-5.1
CCC(CO)NC(=O)c1cccc(S(=O)(=O)N2c3ccccc3CC2C)c1 (stereo not given)	1.1
CCOC(=O)n1c(SCC(=O)N(CC)CC)nc2ccccc21	-25.9
O=C(c1cc(-c2ccc(Cl)c(Cl)c2)on1)N1CCN(c2ccccc2)CC1	0.1
Fc1ccccc1CCNc1nnnn1-c1ccccc1	-5.5
CCn1nnnc1-c1ccc(OC)c(S(=O)(=O)NCc2ccccc2)c1	-9.6
CCCN(CCC)S(=O)(=O)c1ccc(C(=O)O)cc1	-9.3
COc1cc(C2N(c3cc(C)on3)C(=O)C3CCCN32)cc(OC)c1OC (stereo not given)	-32.5
Cc1nc(SCC(=O)Nc2ccnc3ccccc23)n[nH]1	-2.0
Clc1ccc(C2=Nn3c(nnc3-c3cccnc3)SC2)s1	-14.3
CN(Cc1nc(-c2cccnc2)no1)S(=O)(=O)c1ccccc1	1.2
CCOC(=O)c1[nH]c2ccc(OC)cc2c1NC(=O)CCN1CCC(C)CC1	-17.4
O=C(Cn1ccc2ccccc2c1=O)N1CCN(Cc2ccc3c(c2)OCO3)CC1	-35.3
CC12CCCCN1CCCc1c2[nH]c2ccccc12 (stereo not given)	16.9
CS(=O)(=O)N1CCC(c2noc(-c3ccc(C(F)(F)F)cc3)n2)CC1	-48.8
Cc1ccc(Cn2c(=O)c3c(nc4n3CCCN4Cc3ccccc3)n(C)c2=O)cc1	7.3
CCOc1ccc2oc(-c3ccccc3)c(C(=O)N3CCN(CCO)CC3)c2c1	-11.9
COc1ccc(-n2nc3c(c2NC(=O)C2CC2)CS(=O)C3)cc1 (stereo not given)	0.6
CS(=O)(=O)N1CCCC(C(=O)NC2CCCCCCC2)C1 (stereo not given)	28.3
C=C(C)COc1ccc(-c2nc(N)ncc2Oc2ccccc2OCC)c(O)c1	4.0
O=C(CCSc1ccc(Cl)cc1)N1CCN(c2ncccn2)CC1	38.9
COc1ccc(N2CCN(C(=O)CSc3ncccc3-c3nc4ccccc4[nH]3)CC2)cc1	-24.4
Cc1ccc(/C(O)=C2/C(=O)C(=O)N(Cc3cccnc3)C2c2ccccn2)cc1 (stereo not given)	-17.1
O=C(CCNS(=O)(=O)c1ccc(Br)s1)N1CCCCC1	7.2
CC(=O)NCCc1ccc(S(=O)(=O)N2CCCC2)cc1	-10.0
Cc1c(C(=O)N2CCCCC2)sc(N)c1C#N	-5.0
CCOC(=O)COc1cc2c3c(c(=O)oc2cc1C)CCCC3	-4.6
CCOCCCNS(=O)(=O)Cc1ccccc1	6.4
COc1ccc(S(=O)(=O)Cc2ccc(C(=O)NCCCN(C)c3ccccc3)o2)cc1	4.3
CCCCN=C(N)/C(C(=O)OCC)=C(\O)c1ccc(OC)cc1	0.2
COc1ccc(NC(=O)c2cccc(-n3cnnn3)c2)cc1	-0.3
COc1ccc(S(=O)(=O)N2CCC(C(=O)NCc3ccccn3)CC2)cc1Cl	-1.8
Cn1c(=O)n(CCCOc2ccc(Cl)cc2)c2ccccc21	5.1
Cc1ccc(CCNC(=O)c2nnn(-c3cc(C)cc(C)c3)c2N)cc1	-21.0
CCCCN1CCc2c([nH]c3ccc(C)cc23)C1=O	-2.2
O=C(Nc1ccc(F)cc1F)c1ccc(COc2c(F)c(F)cc(F)c2F)o1	-0.6
CCN(CC(=O)Nc1ccc2c(c1)OCCO2)Cc1cc(=O)oc2cc(C)c(C)cc12	13.6
Cc1nc2ccc(S(=O)(=O)NCC(=O)N3CCCCC3)cc2s1	1.4
CCc1c(C)nc(N)n2c(SCC(=O)N3CCN(c4ccccc4F)CC3)nnc12	-15.8
CC#CCN(CC#CC)S(=O)(=O)c1ccc(-n2cnnn2)c(OC)c1	-27.9
Cc1noc(C)c1CSc1nnc2scc(-c3ccccc3)n12	-6.6
COC(=O)c1ccccc1NC(=O)CN1CCC(NC(=O)c2ccc(C)cc2)CC1	-61.4
CCOC(=O)c1c(C)[nH]c(C(=O)COC(=O)c2ccc(N3CCCC3=O)cc2)c1C	-19.4
COCCN(C(=O)C(F)(F)F)C(C(=O)NC1CCCCC1)c1ccco1 (stereo not given)	-2.4
Cn1c(SCC(=O)N2CCCc3ccccc32)nnc1-c1ccccc1	12.7

Four compounds drawn at random from the list so far, as already listed:
SMILES	GBA enhancer
COc1ccc(S(=O)(=O)N2CCC(C(=O)NCc3ccccn3)CC2)cc1Cl	-1.8
CCCCN1CCc2c([nH]c3ccc(C)cc23)C1=O	-2.2
Cn1c(=O)n(CCCOc2ccc(Cl)cc2)c2ccccc21	5.1
CC#CCN(CC#CC)S(=O)(=O)c1ccc(-n2cnnn2)c(OC)c1	-27.9

The main list resumes; the three compounds before the break are reprinted first.
SMILES	GBA enhancer
CCOC(=O)c1c(C)[nH]c(C(=O)COC(=O)c2ccc(N3CCCC3=O)cc2)c1C	-19.4
COCCN(C(=O)C(F)(F)F)C(C(=O)NC1CCCCC1)c1ccco1 (stereo not given)	-2.4
Cn1c(SCC(=O)N2CCCc3ccccc32)nnc1-c1ccccc1	12.7
CCOC(=O)c1ccccc1NC1CC(=O)N(c2ccccc2C)C1=O (stereo not given)	10.8
O=C(CCNC(=O)Cn1ccc2ccccc2c1=O)NCCN1CCc2ccccc2C1	-7.2
Cc1nc(SCc2c(F)cccc2Cl)n[nH]1	-1.7
O=C(NCC1CCCO1)Nc1cccc(Cl)c1 (stereo not given)	-5.7
CC(Oc1ccccc1)C(=O)Nc1ccc(C(N)=O)cc1 (stereo not given)	4.9
O=C(CS(=O)(=O)Cc1ccccc1)N1CCc2ccccc21	-12.0
CC(=O)OC(Cn1ccnc1)c1ccccc1 (stereo not given)	-10.1
CCCNCC(O)COc1ccccc1C(=O)CCc1ccccc1 (stereo not given)	-41.0
COc1ccc(NC(=O)Nc2ccccc2C)c(OC)c1	-17.3
O=C(OCC(=O)N1CCCc2ccccc21)c1ccc(Br)o1	1.7
COc1ccccc1N1CCN(CC(=O)Nc2ccc(C)c(F)c2)CC1	1.6
CCOC(=O)N1CCC(NC(=O)CCC(=O)N2CCOc3ccc(C)cc32)CC1	-4.9
CC(=O)Nc1ccc(S(=O)(=O)n2nc(C)cc2C)cc1	-5.5
COc1ccccc1NC(=O)Cc1noc(CN(C)Cc2cccs2)n1	-16.3
Cn1c(=O)[nH]c(=O)c2c1nc(CN1CCN(c3ccc(F)cc3)CC1)n2CCc1ccccc1	-12.7

Some of these compounds in order of molecular weight, smallest number first:
SMILES	GBA enhancer
O=C(CS(=O)(=O)Cc1ccccc1)N1CCc2ccccc21	-12.0
CCCNCC(O)COc1ccccc1C(=O)CCc1ccccc1 (stereo not given)	-41.0
CCOC(=O)N1CCC(NC(=O)CCC(=O)N2CCOc3ccc(C)cc32)CC1	-4.9

(continued)
SMILES	GBA enhancer
CCOC(=O)c1ccc(NC(=O)CSc2nc(C)nc3c2c(=O)n(C)c(=O)n3C)cc1	-6.8
COc1cc(C2=NOC(C(=O)NCc3ccco3)C2)cc(OC)c1OC (stereo not given)	-1.8
COc1cccc(C2=NOC(C(=O)NCc3ccccn3)C2)c1 (stereo not given)	-2.6
COc1ccccc1NC(=O)CC(NCc1ccccc1)C(=O)O (stereo not given)	0.0
COC(=O)c1cccc(N(C(=O)CNC(=O)c2ccco2)C(C(=O)NC2CCCC2)c2ccco2)c1 (stereo not given)	-0.9
COCCCNC(=O)CN(Cc1ccc(Cl)cc1)S(C)(=O)=O	-15.6
CCNC(=O)c1ccccc1NC(=O)c1cccc(S(=O)(=O)N2CCC(C)CC2)c1	-4.1
COc1ccc(Br)cc1C(=O)O	-6.4
Cc1cc(-n2c(SCC(=O)NCc3cccs3)nc3n[nH]c(C)c3c2=N)ccc1Cl	-0.3
Cc1ccc(S(=O)(=O)N2CCC(C(=O)N[C@@H](C)C(=O)Nc3ccc4c(c3)OCO4)CC2)cc1	-6.2
COc1cc(SC)ccc1C(=O)Nc1ccon1	18.2
COc1ccccc1C(=O)Nc1ncc2c(n1)CC(c1ccco1)CC2=O (stereo not given)	-28.6
COc1cccc(OC)c1C(=O)Nc1ccc(S(=O)(=O)Nc2cc(C)nc(C)n2)cc1	-1.4
Cc1cccc(N2CCCn3c2nc2c3c(=O)n(CC(=O)OCc3ccccc3)c(=O)n2C)c1	0.2
Cc1ccc(-c2nnc(N(C)C(=O)C3CCCO3)s2)cn1 (stereo not given)	1.1
CCCSc1nnc(-c2c[nH]c3ccccc23)n1CC	-4.8
C=CCSc1nnc(-c2ccccc2NC(C)=O)c(=O)[nH]1	-23.9
Cc1nc2nc(COc3ccccc3)[nH]n2c(=O)c1Cc1ccccc1	-0.4
